# IDE exosite FP – exo-site inhibitors of human IDE, primary screen, biochemical, fluorescence anisotropy, probe displacement; purified IDE, FL-6b probe fluorescence polarization; active compounds read low; Insulin-degrading enzyme (Homo sapiens), P14735; z-score at 20 µM; 6.3% of 17,000 active;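 active = z-score of -3 or lower, meaning strong loss of probe binding signal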;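 note: His-tagged human IDE residues 42-1019 made in E. coli with 30 nM FL-6b probe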
# Target sequence (P14735 42-1019 limits assumed): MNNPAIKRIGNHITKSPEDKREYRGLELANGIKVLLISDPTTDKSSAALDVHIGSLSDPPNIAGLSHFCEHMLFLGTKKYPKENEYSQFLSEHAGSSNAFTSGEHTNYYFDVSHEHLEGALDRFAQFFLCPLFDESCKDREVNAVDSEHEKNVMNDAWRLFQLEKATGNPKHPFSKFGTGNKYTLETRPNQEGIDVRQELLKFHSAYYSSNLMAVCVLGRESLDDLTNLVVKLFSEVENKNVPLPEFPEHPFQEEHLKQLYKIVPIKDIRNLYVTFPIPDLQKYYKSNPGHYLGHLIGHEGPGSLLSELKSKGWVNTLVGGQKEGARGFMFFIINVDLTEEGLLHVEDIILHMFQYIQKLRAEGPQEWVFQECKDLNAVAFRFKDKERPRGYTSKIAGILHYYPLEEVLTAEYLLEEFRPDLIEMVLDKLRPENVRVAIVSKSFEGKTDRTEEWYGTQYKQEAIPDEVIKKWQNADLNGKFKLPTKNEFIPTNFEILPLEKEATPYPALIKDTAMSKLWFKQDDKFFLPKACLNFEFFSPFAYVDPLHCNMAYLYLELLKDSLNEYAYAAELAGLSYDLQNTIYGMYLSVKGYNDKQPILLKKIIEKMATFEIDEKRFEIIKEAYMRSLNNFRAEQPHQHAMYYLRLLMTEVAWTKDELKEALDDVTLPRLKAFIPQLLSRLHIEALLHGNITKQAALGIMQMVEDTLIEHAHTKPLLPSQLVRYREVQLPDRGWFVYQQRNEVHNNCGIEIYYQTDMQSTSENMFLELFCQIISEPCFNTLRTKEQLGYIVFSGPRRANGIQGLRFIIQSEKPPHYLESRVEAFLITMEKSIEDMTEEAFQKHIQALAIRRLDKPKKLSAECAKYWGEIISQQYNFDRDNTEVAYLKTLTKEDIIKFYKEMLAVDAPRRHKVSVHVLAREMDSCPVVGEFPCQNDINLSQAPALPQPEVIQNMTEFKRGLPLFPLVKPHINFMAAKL
# Active calls of the source: *; & = joins results of further samples.
SMILES,IDE exosite FP
COc1cccc(-c2ccc(C3[C@H]4CNC[C@@H]3N4S(=O)(=O)c3cn(C)cn3)cc2)c1 (stereo partly drawn),-2.2&-2.7
O=C(C[C@@H]1CC[C@@H]2[C@H](COC[C@@H](O)CN2C(=O)c2ccc3c(c2)OCO3)O1)NC1CCC1,0.25
COc1cccc(C#Cc2ccc([C@@H]3[C@H](CO)N4C(=O)CN(C(=O)c5ccccc5)C[C@@H]34)cc2)c1,-1.8
CCC(=O)Nc1ccc2c(c1)C(=O)N(C)C[C@@H](OC)[C@@H](C)CN(Cc1nccs1)[C@@H](C)CO2,-0.34
CO[C@@H](CN(C)Cc1ccc2c(c1)OCO2)[C@@H](C)CN(C(=O)c1ccccc1)[C@@H](C)CO,-0.7
C[C@@H]1CN([C@@H](C)CO)C(=O)Cc2cc(N(C)C)ccc2O[C@@H]1CN(C)C(=O)NC1CCCCC1,0.33
COc1ccc2c3c([nH]c2c1)[C@@H](CO)N(C(C)=O)CC31CN(S(=O)(=O)c2cccs2)C1,-1.5
COc1ccc(NC(=O)N(C)C[C@H]2OCc3ccccc3-c3ccccc3C(=O)N([C@@H](C)CO)C[C@@H]2C)c(OC)c1,-0.71
CN1C(=O)c2cc(NC(=O)Cc3cccs3)ccc2OC[C@H]2O[C@H](CC(=O)N[C@H]3CCN(Cc4ccccc4)C3)CC[C@@H]21,0.65
O=C(C1CCCCC1)N1[C@@H]2CN(S(=O)(=O)c3ccccc3)c3ccccc3[C@@H]2[C@@H]1CO,0.91
CNC[C@H]1OCCCC[C@H](C)Oc2ccc(NC(=O)Nc3ccc(OC)cc3)cc2C(=O)N([C@H](C)CO)C[C@H]1C,0.85
CC(C)NC(=O)N1CCCCN2[C@@H](CO)[C@H](c3ccc(C#Cc4ccccc4F)cc3)[C@@H]2C1,-13*
CC(C)NC(=O)N(C)C[C@H]1Oc2ccc(NC(=O)Cc3ccccc3)cc2CC(=O)N([C@H](C)CO)C[C@@H]1C,1.3
COc1cccc(S(=O)(=O)N2C[C@@H]3N[C@H](C2)C3c2ccc(-c3ccccc3OC)cc2)c1 (stereo partly drawn),-2.2&3.9
COC(=O)C[C@@H]1CC[C@H]2[C@@H](COc3ccc(NC(=O)Nc4c(C)noc4C)cc3C(=O)N2C)O1,-0.3

# Continued, overlapping the part above by 3 compounds.
SMILES,IDE exosite FP
CC(C)NC(=O)N(C)C[C@H]1Oc2ccc(NC(=O)Cc3ccccc3)cc2CC(=O)N([C@H](C)CO)C[C@@H]1C,1.3
COc1cccc(S(=O)(=O)N2C[C@@H]3N[C@H](C2)C3c2ccc(-c3ccccc3OC)cc2)c1 (stereo partly drawn),-2.2&3.9
COC(=O)C[C@@H]1CC[C@H]2[C@@H](COc3ccc(NC(=O)Nc4c(C)noc4C)cc3C(=O)N2C)O1,-0.3
C[C@H](O)C#Cc1ccc([C@@H]2[C@H]3CN(C(=O)c4ccc5c(c4)OCO5)CCCCN3[C@H]2CO)cc1,-0.96
C[C@H](O)C#Cc1ccc([C@H]2[C@H]3CN(C(=O)c4ccc(F)cc4)CCCCN3[C@H]2CO)cc1,1.5
CN(C[C@@H]1N[C@H](CO)[C@@H]1c1ccccc1)C(=O)c1ccccc1F,0.31
C[C@@H]1CCCCO[C@@H](CN(C)S(=O)(=O)c2cn(C)cn2)[C@H](C)CN([C@@H](C)CO)C(=O)c2cc(NC(=O)Nc3cccc4ccccc34)ccc2O1,-0.49
CN(C)CC(=O)N1CC2(C1)[C@@H](c1ccccc1)[C@@H](CO)N2S(C)(=O)=O,1.1
COc1ccc(-c2ccccc2[C@@H]2[C@@H](CO)N(C(=O)C3CCC3)[C@H]2C#N)cc1,1.1
C[C@@H]1C(=O)N[C@H](c2ccccc2)CC=CC[C@H](C)Oc2ccccc2C(=O)N1C (mixture of isomers),-0.28
OC[C@@H]1[C@H](c2ccc(-c3ccccc3)cc2)[C@H]2CN(CCC(F)(F)F)CCCCN12,2.4
COc1cccc(NC(=O)N2CC(=O)N3[C@H](C2)[C@H](c2ccc(C4=CCCC4)cc2)[C@@H]3CO)c1,3.5
N#C[C@@H]1[C@@H](c2ccccc2-c2cccc(F)c2)[C@@H](CO)N1C(=O)C1CCC1,-0.068
COc1ccc(CNC(=O)N(C)C[C@H]2OCc3ccccc3-c3c(n(C)c4ccccc34)C(=O)N([C@H](C)CO)C[C@@H]2C)cc1,-0.63
CO[C@@H]1CN(C)C(=O)c2ccc(NC(=O)Nc3ccccc3Cl)cc2OC[C@H](C)NC[C@H]1C,0.15
O=C(C[C@@H]1C=C[C@H](NC(=O)C2CCC2)[C@@H](CO)O1)NC1CCCCC1,-0.46
CCC(=O)N1CCCCN2[C@H](CO)[C@H](c3ccc(C#Cc4ccccc4F)cc3)[C@@H]2C1,-5.9*
CC(C)NC(=O)N1[C@H](C#N)[C@H](c2ccc(-c3ccc(F)cc3)cc2)[C@H]1CO,4.4

# As a working copy, 5 of the compounds above.
SMILES,IDE exosite FP
COc1ccc(CNC(=O)N(C)C[C@H]2OCc3ccccc3-c3c(n(C)c4ccccc34)C(=O)N([C@H](C)CO)C[C@@H]2C)cc1,-0.63
CO[C@@H]1CN(C)C(=O)c2ccc(NC(=O)Nc3ccccc3Cl)cc2OC[C@H](C)NC[C@H]1C,0.15
O=C(C[C@@H]1C=C[C@H](NC(=O)C2CCC2)[C@@H](CO)O1)NC1CCCCC1,-0.46
CCC(=O)N1CCCCN2[C@H](CO)[C@H](c3ccc(C#Cc4ccccc4F)cc3)[C@@H]2C1,-5.9*
CC(C)NC(=O)N1[C@H](C#N)[C@H](c2ccc(-c3ccc(F)cc3)cc2)[C@H]1CO,4.4

# Remaining list, next part
SMILES,IDE exosite FP
COc1ccc2c3c([nH]c2c1)[C@@H](CO)N(Cc1ccncc1)CC31CCN(CC2CCOCC2)CC1,0.53
O=C(c1ccccc1F)N1CC2(C1)[C@H](c1ccccc1)[C@@H](CO)N2CC1CCOCC1,-0.62
O=C(c1cccnc1)N1CCCCN2[C@H](CO)[C@@H](c3ccc(C#Cc4cccnc4)cc3)[C@H]2C1,3.1
N#C[C@@H]1[C@H](c2ccccc2-c2cccc(F)c2)[C@@H](CO)N1C(=O)C1CC1,1
COc1ccc(C#Cc2ccc([C@@H]3[C@@H](CO)N4CCCCN(C(=O)Nc5ccccc5F)C[C@@H]34)cc2)cc1,0.14
CN(C)C(=O)c1cccc(-c2ccccc2[C@H]2[C@@H](CO)N(C(=O)C3CC3)[C@H]2C#N)c1,4.4
COc1ccccc1NC(=O)N1CCCCN2[C@H](CO)[C@H](c3ccc(-c4ccc(C)cc4)cc3)[C@@H]2C1,1.5
CCCNC(=O)N1CC2(C1)CN(C(=O)Nc1ccc(F)cc1)[C@H](CO)c1[nH]c3cc(OC)ccc3c12,2.6
C/C=C/c1ccc([C@@H]2[C@H]3CN(C(=O)Nc4ccc(OC)cc4)CCCCN3[C@H]2CO)cc1,-0.42
OC[C@@H]1[C@@H](c2ccc(C#Cc3ccccc3)cc2)[C@H]2CN(CC3CCOCC3)CCCCN12,1.5
COc1cccc(NC(=O)N2CC(=O)N3[C@H](CO)[C@@H](c4ccc(C5=CCCCC5)cc4)[C@H]3C2)c1,-2.3
O=C(Nc1cc(F)ccc1F)N1CC(=O)N2[C@H](C1)[C@H](c1ccc(-c3ccc(F)cc3)cc1)[C@@H]2CO,0.39
CN(C[C@H]1N[C@H](CO)[C@@H]1c1ccc(-c2cccnc2)cc1)C(=O)NC1CCCC1,-1.2
O=C(C1CCC1)N1CCCCN2[C@H](C1)[C@@H](c1ccc(C#CC3(O)CCCC3)cc1)[C@@H]2CO,-1.1
O=C(C[C@H]1CC[C@H]2[C@@H](COC[C@H](O)CN2CCC(F)(F)F)O1)NCC1CC1,1.3
CCC(=O)N1C[C@H](C)[C@H](OC)CN(C)C(=O)c2cc(NC(=O)Nc3ccc(Cl)cc3)ccc2OC[C@@H]1C,-0.64
COCC(=O)N1[C@H](C#N)[C@H](c2ccccc2)[C@H]1CO,3.7
N#C[C@@H]1[C@@H](c2ccccc2)[C@@H](CO)N1C(=O)c1ccccc1F,0.044
COCC(=O)N1CCC2(CC1)CN(Cc1cc(F)ccc1F)[C@H](CO)c1c2c2ccc(OC)cc2n1C,-4*
COCC(=O)NC[C@@H]1[C@H](c2ccc(-c3ccccc3)cc2)[C@H](CO)N1C(C)=O,-1.8
CC(=O)N1CCCCN2[C@@H](CO)[C@@H](c3ccc(-c4ccc(F)cc4)cc3)[C@@H]2C1,1.5
N#C[C@@H]1[C@H](c2ccccc2C2=CCCCC2)[C@H](CO)N1C(=O)CN1CCOCC1,0.35
O=C(c1ccc(F)cc1)N1CC(=O)N2[C@@H](CO)[C@@H](c3ccc(-c4ccccc4F)cc3)[C@@H]2C1,-0.78
OC[C@H]1[C@H](c2ccc(Br)cc2)[C@H]2CN(Cc3cncnc3)CCCCN21,1.5
CCC(=O)Nc1ccc2c(c1)C(=O)N(C)C[C@H](OC)[C@@H](C)CN(Cc1nccs1)[C@H](C)CO2,-0.55
CCN(C[C@@H]1N[C@H](CO)[C@@H]1c1ccc(C2=CCCC2)cc1)C(=O)c1ccccc1,6.6
O=C(Nc1cc(F)ccc1F)N1CC(=O)N2[C@H](CO)[C@@H](c3ccc(-c4ccc(F)cc4)cc3)[C@H]2C1,-0.15
CC(C)NC(=O)Nc1ccc2c(c1)C(=O)N(C)[C@H]1CC[C@@H](CC(=O)NCc3ccc(F)cc3)O[C@@H]1CO2,-1.9
CC(C)C#Cc1ccc([C@H]2[C@H](CO)N3CCCCN(CC4CC4)C[C@@H]23)cc1,0.94
C[C@@H]1CN([C@H](C)CO)C(=O)c2ccccc2-c2ccccc2CO[C@@H]1CN(C)Cc1ccc2c(c1)OCCN2C,-0.15
CN1CCCCN2[C@H](CO)[C@H](c3ccc(C#CC4(O)CCCC4)cc3)[C@@H]2C1,0.74
Cc1noc(C)c1S(=O)(=O)Nc1ccc2c(c1)C(=O)N([C@H](C)CO)C[C@H](C)[C@H](CN(C)Cc1ccc(C(=O)O)cc1)OCCCC[C@H](C)O2,-0.6
OC[C@@H]1[C@@H](c2ccc(C#Cc3ccccc3)cc2)[C@@H]2CN(CC3CCOCC3)CCCCN12,-2.6
CC(C)(O)C#Cc1ccc([C@@H]2[C@@H](CO)N3CCCCN(C(=O)c4ccncc4)C[C@H]23)cc1,3.3
O=C(C[C@@H]1C=C[C@H](NS(=O)(=O)c2ccc(F)cc2)[C@H](CO)O1)N1CCc2ccccc2C1,-1.4
Cc1noc(C)c1NC(=O)N(C)C[C@H]1OCc2cnnn2CCCC(=O)N([C@H](C)CO)C[C@H]1C,-1.6
COc1cccc(S(=O)(=O)N2CCCCN3[C@H](CO)[C@H](c4ccc(C5=CCCCC5)cc4)[C@H]3C2)c1,4.2
Cc1ccc(S(=O)(=O)N(C)C[C@@H]2Oc3c(NS(C)(=O)=O)cccc3C(=O)N([C@@H](C)CO)C[C@@H]2C)cc1,1.1
CCS(=O)(=O)N1[C@H](C#N)[C@H](c2ccc(-c3cccc(F)c3)cc2)[C@@H]1CO,0.52
CNC(=O)C[C@H]1CC[C@@H]2[C@@H](COc3ccc(NC(=O)c4ccccc4F)cc3C(=O)N2C)O1,0.74
COc1ccc(C#Cc2ccc([C@H]3[C@H]4CN(C(=O)Nc5cccc(F)c5)CCCCN4[C@H]3CO)cc2)cc1,2.3
Cc1cccc(-c2ccc([C@H]3[C@H]4CN(C(=O)c5ccccc5)CC(=O)N4[C@H]3CO)cc2)c1,-0.72
N#C[C@@H]1[C@H](c2ccccc2C2=CCCC2)[C@@H](CO)N1C(=O)C1CCC1,3.8
C[C@@H]1CCCCO[C@@H](CN(C)Cc2ccc(Cl)c(Cl)c2)[C@@H](C)CN([C@@H](C)CO)C(=O)c2cc(NS(=O)(=O)c3cccs3)ccc2O1,-0.88
COCC(=O)Nc1ccc2c(c1)C(=O)N(C)[C@H]1CC[C@H](CC(=O)N3CCc4ccccc4C3)O[C@@H]1CO2,-0.088
COc1ccc(C[C@H]2CCn3cc(nn3)COC[C@@H](C)NC2=O)cc1,1.3
CCC(=O)N1CC(=O)N2[C@H](CO)[C@H](c3ccc(-c4ccncc4)cc3)[C@@H]2C1,1.1
COc1cccc(-c2ccc([C@@H]3[C@H](CO)N4CCCCN(C(=O)NC(C)C)C[C@@H]34)cc2)c1,-6.5*
CNC[C@@H]1Oc2c(NS(=O)(=O)c3ccc(Cl)cc3)cccc2C(=O)N([C@@H](C)CO)C[C@H]1C,-1.1
CCC(=O)N1[C@H](CO)[C@H](c2ccccc2)[C@@H]1CN(CC1CC1)S(C)(=O)=O,1.5
Cc1ccccc1-c1ccc(C2[C@H]3CNC[C@@H]2N3Cc2ccccn2)cc1 (stereo partly drawn),0.017&-1.2
CC(C)CC#Cc1ccc([C@@H]2[C@H]3CN(C(=O)c4ccc5c(c4)OCO5)CCCCN3[C@H]2CO)cc1,3.5
CCC(=O)NC[C@H]1[C@@H](c2ccccc2)[C@H](CO)N1C(=O)C1CCC1,0.84
Cc1ccc(S(=O)(=O)Nc2ccc3c(c2)C(=O)N([C@@H](C)CO)C[C@@H](C)[C@H](CN(C)S(=O)(=O)c2cccs2)OCCCC[C@@H](C)O3)cc1,-1.1
N#C[C@H]1[C@@H](c2ccccc2)[C@H](CO)N1S(=O)(=O)Cc1ccccc1,4.4
CCS(=O)(=O)Nc1ccc2c(c1)C(=O)N(C)[C@H]1CC[C@H](CC(=O)NCCCN3CCOCC3)O[C@@H]1CO2,0.45
CCS(=O)(=O)N1CCC2(CC1)CN(C(=O)c1cccc(F)c1)[C@@H](CO)c1c2c2ccc(OC)cc2n1C,0.76
CN(C)C(=O)c1cccc(-c2ccccc2[C@@H]2[C@@H](CO)N(C(=O)C3CC3)[C@H]2C#N)c1,1.1
OC[C@@H]1[C@H](c2ccc(C#CC3CCCC3)cc2)[C@H]2CN(CCC(F)(F)F)CCCCN12,2.5

# Some of the compounds tested; count on the stated rates, not on these rows.
